# USP1-UAF1 inh – Inhibitors of USP1/UAF1: Primary Screen. Ubiquitin carboxyl-terminal hydrolase 1 (Homo sapiens), O94782. Potency, µM (doses to about 57.1 µM), inactives show top-dose activity change, negative = inhibition, hits mostly inhibitors. 0.23% of 390,000 active. recombinant USP1/UAF1, Ub-Rhodamine cleavage fluorescence; note: potency is the fitted concentration of half-maximal effect; % is set by controls: 0 for no effect and ±100 for the full control effect; nearly all actives have a fitted effect of over 60% in size; inactives centre near -12
#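 USP1/UAF1 complex at 1 nM was preincubated with compound for 15 min at room temperature, then Ub-Rho substrate (150nM final) was added. Fluorescence (480/540 nm) was read kinetically, 6 reads every 60 seconds.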
# Pin1 inhibitor – qHTS Assay to Find Inhibitors of Pin1 | Peptidyl-prolyl cis-trans isomerase NIMA-interacting 1 (Homo sapiens), Q13526 | Pin1 FP peptide displacement, HiFluor488, 10 min | Potency, µM (series often up to 115 µM), for inactives: at the top dose activity, negative = inhibition, usual class: inhibitors | 0.009% of 390,000 active | AID 504891, 2011; active = well fitted inhibition curve with a large enough effect in the polarisation, with a control signal flat, not every such curve was filed as active; inconclusive = small, poorly fitted or top-dose-only effect, or effect the other way, or a change in a side signal; inactive = no such curve, though single readings can be large or run the other way; the % refers to the polarisation; note: potency is the fitted concentration of half-maximal effect; % is set by controls: 0 for no effect and ±100 for the full control effect
# Target sequence (Q13526 whole entry, looked up): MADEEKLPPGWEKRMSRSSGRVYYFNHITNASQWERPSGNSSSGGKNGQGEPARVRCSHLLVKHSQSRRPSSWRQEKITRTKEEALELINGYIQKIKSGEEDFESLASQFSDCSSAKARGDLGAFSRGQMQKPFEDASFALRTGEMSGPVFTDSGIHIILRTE
# mIDH1 inhibitor – qHTS for Inhibitors of mutant isocitrate dehydrogenase 1 (IDH1): qHTS. IDH1-R132H enzyme, NADPH consumption, diaphorase/resazurin fluorescence. Potency, µM (top dose mostly 76.6 µM), inactives show at the highest dose activity change, negative = inhibition, usual class: inhibitors. 0.093% of 390,000 active. AID 602179, 2012; note: potency is the fitted concentration of half-maximal effect; % is set by controls: 0 for no effect and ±100 for the full control effect; nearly all actives have a fitted effect of over 65% in size
#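 IDH1-R132H (0.5 ug/mL) preincubated 30 min with compound, then NADPH (0.016 mM) and alpha-KG (2 mM) added; 80 min at RT, pH 7.5. Remaining NADPH coupled via diaphorase/resazurin to fluorescence (540/590 nm); concentration-response curves normalized to no-enzyme control.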
# GLS inh – qHTS for Inhibitors of Glutaminase (GLS); AID 624170, 2012; GLS enzymatic activity, qHTS titration; 0.21% of 410,000 active; Glutaminase kidney isoform, mitochondrial (Homo sapiens), O94925; Potency, µM (series often up to 45.5 µM), for the others: top-dose activity change, negative = inhibition, hits mostly inhibitors; note: potency is the fitted concentration of half-maximal effect; % is set by controls: 0 for no effect and ±100 for the full control effect
#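 Two-point fluorescence kinetic (t0, 30 min RT) for hKGA; glutamate detected via glutamate oxidase–HRP–Amplex Red. Substrate: 1 mM L-glutamine solution; buffer 45 mM KH2PO4, pH 8.2.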
# Tb PGK inh – qHTS Assay to Find Inhibitors of Phosphoglycerate Kinase; AID 602233, 2012; 0.043% of 380,000 active; Potency, µM (highest dose often 57.5 µM), without a hit: at the highest dose activity change, negative = inhibition, most hits filed as inhibitors; PGK/GAPDH coupled, Kinase-Glo luminescence, 60 min; note: potency is the fitted concentration of half-maximal effect; % is set by controls: 0 for no effect and ±100 for the full control effect; nearly all actives have a fitted effect of over 60% in size
#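 Luminescent ATP detection (Kinase-Glo Plus) follows a 60-minute room-temperature incubation, with wells lacking PGK as controls. Buffer: 100 mM TEA (pH 7.6), 5 mM MgCl2, 0.01% Tween-20. Coupling enzyme GAPDH (100 nM final) supplies unstable 1,3-BPG in-well.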
# TrxR1 substrate – qHTS Assay for Substrates of Mammalian Selenoprotein Thioredoxin Reductase 1 (TrxR1): qHTS | Thioredoxin reductase 1, cytoplasmic (Rattus norvegicus), O89049 | purified TrxR1 substrate turnover, NADPH consumption readout | Potency, µM (titrated, usually from 114 µM), without a hit: at the highest dose activity change, negative = substrate turnover | 0.01% of 390,000 active; note: potency is the fitted concentration of half-maximal effect; % is set by controls: 0 for no effect and ±100 for the full control effect; nearly all actives have a fitted effect of over 50% in size
# Target sequence (O89049 whole entry, looked up): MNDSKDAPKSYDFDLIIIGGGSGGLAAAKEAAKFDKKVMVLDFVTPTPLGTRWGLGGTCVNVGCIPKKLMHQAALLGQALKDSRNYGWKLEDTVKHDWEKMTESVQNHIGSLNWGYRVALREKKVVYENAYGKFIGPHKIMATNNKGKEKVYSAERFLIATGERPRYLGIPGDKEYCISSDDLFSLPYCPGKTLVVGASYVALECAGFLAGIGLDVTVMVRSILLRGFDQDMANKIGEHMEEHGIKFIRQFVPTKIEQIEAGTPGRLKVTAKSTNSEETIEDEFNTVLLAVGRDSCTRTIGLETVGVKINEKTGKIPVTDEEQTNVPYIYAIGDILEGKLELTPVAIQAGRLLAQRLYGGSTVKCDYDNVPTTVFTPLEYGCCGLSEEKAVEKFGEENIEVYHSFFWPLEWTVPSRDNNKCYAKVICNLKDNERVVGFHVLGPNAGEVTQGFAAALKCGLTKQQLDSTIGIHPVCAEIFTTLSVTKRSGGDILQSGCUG
#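 Rat TrxR1, dispensed at 90 nM, was prereduced with 400 uM NADPH (final) for 5 min at ~22 deg C, then incubated with compound 15 min before 400 uM selenite. A first-read NADPH fluorescence drop versus no-compound background flagged substrates.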
# rTrxR1 inhibitor – qHTS Assay for Inhibitors of Mammalian Selenoprotein Thioredoxin Reductase 1 (TrxR1): qHTS; recombinant rTrxR1, NADPH fluorescence consumption, selenite substrate; Potency, µM (highest dose often 114 µM), for inactives: at the highest dose activity change, negative = inhibition, usual class: inhibitors; 1% of 390,000 active; note: potency is the fitted concentration of half-maximal effect; % is set by controls: 0 for no effect and ±100 for the full control effect; nearly all actives have a fitted effect of over 65% in size
#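 Rat TrxR1 (90 nM in the dispensed reagent) was pre-reduced with 400 uM NADPH for 5 min at room temperature, then incubated with compound for 15 min. After 400 uM selenite was added, NADPH fluorescence (Ex 340/Em 450 nm) was followed for 8 min.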
# PI4K2A inh – qHTS for small molecular inhibitors of PI4K2A; 0.13% of 420,000 active; AID 1346378, 2018; activity change, negative = inhibition, % at 76.9 µM; purified PI4K2A, ADP-Glo luminescence, 1 h; active compounds read low; in the data active = activity change below about -50%; inconclusive = mostly about -30% to -49%;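 note: -100% = wells without enzyme as full effect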
#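 In this quantitative HTS, ADP production by PI4K2A was quantified luminescently after 1 h at ambient temperature; 100 microM adenosine served as plate-quality control.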
# HP1b binding inh – HTS for Inhibitors of HP1-beta Chromodomain Interactions with Methylated Histone Tails. 0.56% of 390,000 active. Chromobox protein homolog 1 (Homo sapiens), P83916. Potency, µM (series often up to 114 µM), without a hit: top-dose activity change, negative = inhibition, most hits filed as inhibitors. AlphaScreen HP1-beta / biotin-H3K9me3 peptide binding; note: potency is the fitted concentration of half-maximal effect; nearly all actives have a fitted effect of over 70% in size; inactives centre near 23
# Target sequence (P83916 whole entry, looked up): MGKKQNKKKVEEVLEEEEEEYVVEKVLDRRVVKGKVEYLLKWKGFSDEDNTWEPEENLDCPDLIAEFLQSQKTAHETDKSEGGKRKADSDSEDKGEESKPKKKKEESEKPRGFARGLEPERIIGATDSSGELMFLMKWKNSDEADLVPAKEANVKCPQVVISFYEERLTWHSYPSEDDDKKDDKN
#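 AlphaScreen: HP1-beta (50 nM) preformed 30 min with biotin-H3(1-18)K9me3 peptide (50 nM) in PBS pH 7.4, 0.01% Tween-20. Compound added for 30 min at RT, then streptavidin donor/nickel chelate acceptor beads (10 ug/mL) for 30 min.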
# Numbers without * were called inactive; i = inactive; u = inconclusive; x = no result given; & = joins results of further samples; [ ] = dose if it differs, or a comment. Unless noted, calls come from the whole dose curve; as a rule, active = well fitted curve in the direction sought with a large enough effect; inconclusive = small, poorly fitted or top-dose-only effect, or another doubt; inactive = no such curve, though single readings can be large; an effect the other way counts as inactive or inconclusive. Not all compounds are listed. The share of hits here may be higher or lower than overall.
# Results follow in this order: PI4K2A inh	GLS inh	rTrxR1 inhibitor	TrxR1 substrate	HP1b binding inh	Tb PGK inh	Pin1 inhibitor	mIDH1 inhibitor	USP1-UAF1 inh
> CC(C)CC(=O)N1CCN(c2ccc(NC(=O)c3ccco3)cc2)CC1
  -4	30%[activator]	-16%	-8%	26%	-10%	-2%	6%	-7%
> CO/N=C/c1cccn1-c1nccc(N(C)C)c1C#N
  -3	-2%	30%[57.1 µM]	14%[57.1 µM]	3%	-2%	-14%	-3%	-10%
> CCOC(=O)c1c(NC(=O)CSc2nnnn2-c2ccccc2)sc2c1CC(C)(C)NC2(C)C
  -2	3%	-3%	-7%	-5%	-1%	6%	-7%	-12%
> Cc1ccccc1CC1(CO)CCCN(Cc2ccccc2Cl)C1 (centres undefined)
  -1	-2%	10%[57.1 µM]	-5%	104%[activator]	i	5%	9%	-16%
> COc1ccc(-n2ncc(C(=O)N3CCN(C(=O)c4ccco4)CC3)c2C2CCN(C(=O)OC(C)(C)C)CC2)cc1
  -2	-3%	15%	-1%	31%	5%	3%	6%	-8%
> CC(C)OCCCNC(=O)c1cc(Sc2ccc(F)cc2)nc2ccccc12
  2	5%	-5%	-10%	22%	-4%	2%	3%	-17%
> Cc1cc(CNC(=O)Cc2ccc(F)cc2)c2ccccc2n1
  -5	0%	6%[57.1 µM]	5%[57.1 µM]	33%	13%	-6%	10%	u
> Cn1c(=O)c2c(ncn2CC(=O)N2CCN(c3ccccc3)CC2)n(C)c1=O
  1	17%	0%[11.4 µM]	3%[11.4 µM]	39%	-8%	-5%	2%	-13%
> COc1ccccc1N1CCN(S(=O)(=O)/C=C/c2ccccc2)CC1
  11	5%	4%[57.1 µM]	9%[57.1 µM]	30%	11%	-3%	4%	-14%
> CCC(C)N1CCC(Oc2ccc(C(=O)NCc3ccccn3)cc2)CC1 (centres undefined)
  -3	0%	-14%	-8%	15%	i	u	4%	-9%
> CCN(CC(=O)Nc1ccc2c(c1)OCCO2)C(=O)CC(NC(C)=O)c1ccccc1 (centres undefined)
  1	2%	4%	-2%	5%	0%	-1%	-2%	-1%
> O=C(O)COc1ccccc1/C=N/NC(=O)CSc1nc2ccccc2n1Cc1ccc(Cl)cc1
  -1	9%	16%	4%	13%	-10%	u	-2%	u
> CCCN(CCC)CCCNC(=O)C1CCN(S(=O)(=O)c2cccc3nsnc23)CC1
  -1&4	2%&-16%	5%&-11%	-1%&-7%	42%&26%[activator]	1%	-6%&3%	0%&3%	-18%&-21%
> CC(C)c1cnc2c(c1SCC(=O)NCc1ccccc1Cl)c(=O)n(C)c(=O)n2C
  0	8%	2%[57.1 µM]	-2%[57.1 µM]	24%[57 µM]	-8%	0%	14%	-4%
> O=C(COc1cccc2cccnc12)NNC(=O)Nc1ccccc1
  -2	14%	21%	13%	31%	i	1%	0%	-12%
> O=C(NCCCN1CCc2ccccc2C1)C1CCN(c2nnc(-n3cccc3)s2)CC1
  0	-1%	6%[57.1 µM]	-2%	22%	i	7%	2%	-15%
> COc1cc(OC)c(OC)cc1/C=N/NC(=O)CSc1ccccc1F
  -2	7%	u	-3%	2%	-3%	2%	-7%	-1%
> CCn1c(SCC(=O)NCCc2ccc(Cl)cc2)nnc1-c1cccs1
  5	1%	9%[57.1 µM]	-8%	27%	i	-1%	0%	-10%
> CC(=O)c1cccc(NC(=O)CN2C(=O)NC(C)(C)C2=O)c1
  2	-4%	12%	5%	26%	i	-7%	3%	-17%
> O=C1CC[C@@H](CN(Cc2ccccn2)Cc2nc(Cc3ccccc3)no2)N1
  -11	-1%	10%[57.1 µM]	3%[57.1 µM]	40%[activator]	-1%	-21%	-4%	-22%
> COc1cccc(NS(=O)(=O)CC23CCC(CC2=O)C3(C)C)c1 (centres undefined)
  2	13%	12%	-1%	38%	-8%	-7%	10%	1%
> O=Cc1cccn1-c1ccc(O)cc1
  1	12%	4%[57.1 µM]	-1%[57.1 µM]	39%[activator]	-7%	0%	-13%	-9%
> COCCOC(=O)C1=C(C)N(Cc2ccccc2)C(=O)NC1c1cccc(OC)c1OC (centres undefined)
  4	-4%	13%	-1%	25%	3%	-4%	1%	-15%
> COc1cc(C(=O)NC(C)c2ccccc2)ccc1OCC(=O)N1CCOCC1 (centres undefined)
  1	-2%	11%	-3%	17%	-6%	-1%	-2%	-14%
> Cc1cccc(Nc2nc(-c3ccncc3)cs2)c1
  3	-5%	25%	-1%	29%	i	-17%	0%	-15%
> O=C(Nc1ccc(F)cc1)C1CCCN(S(=O)(=O)c2ccc3[nH]c(=O)ccc3c2)C1 (centres undefined)
  4	-4%	16%	3%	52%[activator]	i	-6%	1%	u
> CCOC(=O)c1cnn(C(=O)c2ccccc2)c1N
  3	2%	15%	-1%	42%[activator]	5%	27%	-4%	2%
> CCN(CC(=O)Nc1c(F)cccc1F)C(=O)c1cccnc1SC
  -1	-3%	11%	8%	22%	-4%	4%	-3%	-15%
> CC(=O)OC1C(=O)N(Cc2ccccc2)C1c1ccc(C)cc1 (centres undefined)
  10	73%[activator]	-15%	-9%	8%	1%	0%	1%	-17%
> O=C(N/N=C/c1cccnc1)c1ccccc1
  5	9%	4%	3%	19%	i	-6%	0%	-19%
> O=C(NCc1nc2ccccc2[nH]1)C1=C[C@H](c2ccc(Br)cc2)C[C@H](OCc2ccc(CO)cc2)O1
  0	2%	10%	-1%	33%	-3%	52%[activator]	-1%	u
> NC(=O)c1ccc(N2CCN(S(=O)(=O)c3ccccc3)CC2)c([N+](=O)[O-])c1
  2	1%	20%[57.1 µM]	5%[57.1 µM]	-4%	0%	-2%	8%	0%
> CCc1ccc(NC(=O)Cn2ccn(-c3ccc(C)c(C)c3)c(=O)c2=O)cc1
  -4	-1%	-19%	-1%	50%[activator]	-5%	7%	15%	-9%
> COCC(C)OC(=O)c1c(N)n(CCCN2CCOCC2)c2nc3ccccc3nc12 (centres undefined)
  -10	0%	101%[activator]	459%[activator]	8%	-4%	-2%	-2%	-11%
> COc1ccccc1C(=O)NC(=O)COC(=O)c1ccc(NC(=O)CC#N)cc1
  -1	9%	-9%	-6%	16%	9%	18%	0%	2%
> CC(C)Nc1nc(NC(C)C)nc(Oc2ccc(=O)n(C)n2)n1
  -20	1%	31%[57.1 µM]	-17%[57.1 µM]	9%	-10%	0%	4%	-10%
> Cc1ccc(OCCCCn2nnc3sc4c(c3c2=O)CCCC4)cc1
  1	5%	1%	-6%	109%[activator]	x	44%[activator]	x	-20%
> O=C(Cn1nc(Cc2cccnc2)c2ccccc2c1=O)NCc1ccc(F)cc1
  0	2%	10%[57.1 µM]	3%[57.1 µM]	28%	5%	-7%	-10%	-5%
> CCC(=O)c1ccc(OC(=O)N2CCOCC2)cc1
  -3	-2%	9%	-1%	38%	-1%	0%	10%	-18%
> COc1ccc(OCc2cc(C(=O)NC(C)c3cnn(C)c3)no2)c(Cl)c1 (centres undefined)
  -3	-1%	17%	3%	35%	6%	5%	1%	u
> O=C(NC1CCCC1)C1CCN(S(=O)(=O)c2ccccc2)CC1
  6	5%	22%	4%	-9%	-8%	5%	4%	-17%
> CCOC(=O)C1(Cc2ccccc2C(F)(F)F)CCN(C2CCC2)CC1
  -2	-4%	4%[57.1 µM]	-22%[57.1 µM]	15%	i	2%	0%	-22%
> c1ccc(CSc2nnc(-c3ccco3)o2)cc1
  1	11%	30%[57.1 µM]	15%[57.1 µM]	17%	-8%	-4%	0%	-14%
> O=C(NN1C(=O)/C(=C/c2cccnc2)SC1=S)C(c1ccccc1)c1ccccc1
  1	1%	-8%	-1%	-11%	-6%	44%[activator]	u	-21%
> CC(=O)C1=C(C)N(Cc2ccccc2)C(=O)N[C@H]1c1cccs1
  -2	-4%	26%	8%	67%[activator]	-2%	-1%	7%	-20%
> CCCC(=Nc1ccc(N)cc1)C1=C(O)C(C(=O)OC)C(C)(C)CC1=O (centres undefined)
  u	8%	u	1%	15%	0%	u	15%	u
> COc1ccc(S(=O)(=O)Nc2cc(SCC(=O)O)c(O)c3ccccc23)cc1
  u	u	-25%	-6%	13µM*	-11%	u	18%	32µM*
> CC(=O)c1cccc(NC(=O)c2nc(-c3ccccc3)n(-c3ccccc3)n2)c1
  1	-13%	-4%	-10%	30%	9%	31%[activator]	0%	-3%
> Cc1cc(NC(=O)c2cc([N+](=O)[O-])cc([N+](=O)[O-])c2)n(-c2ccccc2)n1
  -4	-6%	9%	-5%	30%	-4%	-8%	7%	-22%

# High-throughput results from PubChem.
